NPSR antag – blocks cAMP signaling of the human neuropeptide S receptor | Q6W5P4 | CHO-NPSR cells, cAMP TR-FRET, antagonist mode | Potency, µM (highest dose often 38.3 µM), without a hit: at the top dose activity change, negative = inhibition, most hits filed as inhibitors | 220,000 tested, 1% active; note: potency is the fitted concentration of half-maximal effect; % is set by controls: 0 for no effect and ±100 for the full control effect; nearly all actives have a fitted effect of over 50% in size; many of its hits are not listed in these tables
Target sequence (Q6W5P4 whole entry, looked up): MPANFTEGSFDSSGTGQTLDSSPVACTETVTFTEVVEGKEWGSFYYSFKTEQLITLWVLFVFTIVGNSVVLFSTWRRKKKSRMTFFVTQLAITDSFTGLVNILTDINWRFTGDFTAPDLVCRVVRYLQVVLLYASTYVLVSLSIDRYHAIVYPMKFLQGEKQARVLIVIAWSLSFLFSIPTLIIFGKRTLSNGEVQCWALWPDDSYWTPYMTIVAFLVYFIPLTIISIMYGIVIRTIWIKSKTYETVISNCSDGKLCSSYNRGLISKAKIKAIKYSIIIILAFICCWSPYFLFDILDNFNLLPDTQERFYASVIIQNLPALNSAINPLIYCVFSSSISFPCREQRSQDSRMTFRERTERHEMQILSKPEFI
Luc counter – blocks Kinase-Glo luciferase, a counter-screen artifact; Potency, µM (series often up to 38.3 µM), for the others: top-dose activity change, negative = inhibition, actives largely listed as inhibitors; 200,000 tested, 0.28% active; Q27757; Kinase-Glo luciferase, ATP luminescence, 8 min; note: potency is the fitted concentration of half-maximal effect; % is set by controls: 0 for no effect and ±100 for the full control effect; nearly all actives have a fitted effect of over 60% in size
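Substrate mix (final 50 mM imidazole pH 7.2, 50 mM KCl, 7 mM MgCl2, 10 uM ATP, 0.01% Tween 20, 0.05% BSA) plus pin-tool compound, then Kinase-Glo detection mix; 8 min ambient, luminescence read.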
LMNA splice mod – LMNA splicing modulation; HeLa LMNA splicing GFP/RFP minigene ratio, 48 h; Potency, µM (titrated, usually from 46.1 µM), inactives show top-dose ratio change, negative = inhibition, usual class: inhibitors; 200,000 tested, 0.01% active; AID 1487; active = well fitted inhibition curve with a large enough effect in the signal ratio, with a control signal flat, not every such curve was filed as active; inconclusive = small, poorly fitted or top-dose-only effect, or effect the other way, or a change in a side signal; the % refers to the signal ratio; note: potency is the fitted concentration of half-maximal effect; % is set by controls: 0 for no effect and ±100 for the full control effect
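S3 HeLa stable clones carrying a lamin A-EGFP splicing minigene plus DsRed2 were seeded at 600 cells/well in Opti-MEM with 2% FBS, pin-dosed and incubated 48 h at 37°C. Acumen cytometry (488 nm) gave the GFP/RFP total-intensity ratio.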
CBFb-RUNX1 inh – blocks binding between human CBF-beta and RUNX1. Q01196+Q13951. AlphaScreen CBFb-His/RUNX1-biotin binding, biochemical. Potency, µM (series often up to 59.8 µM), for the others: at the top dose activity, negative = inhibition, actives largely listed as inhibitors. 230,000 tested, under 10 active; note: % of control where 0% means no effect
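His-tagged CBF-beta and biotinylated RUNX1 (30 nM each) were premixed 20 min at room temperature, exposed to compound for 15 min, then given nickel-chelate and streptavidin AlphaScreen beads (50 ng each). After 90 min, AlphaScreen signal was read.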
Epigenetic derep – derepresses silenced GFP reporter in murine cells; AID 1865; 280,000 tested, 0.2% active; murine LDR cells, GFP reporter derepression, 30 h; Potency, µM (series often up to 53.9 µM), inactives show at the top dose GFP activation, hits mostly activators; note: potency is the fitted concentration of half-maximal effect; % of control where 0% means no effect; nearly all actives have a fitted effect of over 60% in size
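Reporter derepression read as number of fluorescent GFP-positive objects, 20-120 um in size, counted by laser-scanning cytometer. Mouse LDR line with an epigenetically silenced CMV-GFP locus; compound incubation 30 h, 37 C.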
GLA spleen mod – alpha-galactosidase A (human) modulation; P06280; human spleen homogenate, 4MU-alpha-Gal fluorescence, 40 min; Potency, µM (series often up to 80 µM), for the others: at the top dose activity change, negative = inhibition, usual class: inhibitors; 240,000 tested, 0.008% active; AID 2107;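 note: potency is the fitted concentration of half-maximal effect; 0% = enzyme with vehicle and -100% = no enzyme basal signal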
Target sequence (P06280 32-429 limits assumed): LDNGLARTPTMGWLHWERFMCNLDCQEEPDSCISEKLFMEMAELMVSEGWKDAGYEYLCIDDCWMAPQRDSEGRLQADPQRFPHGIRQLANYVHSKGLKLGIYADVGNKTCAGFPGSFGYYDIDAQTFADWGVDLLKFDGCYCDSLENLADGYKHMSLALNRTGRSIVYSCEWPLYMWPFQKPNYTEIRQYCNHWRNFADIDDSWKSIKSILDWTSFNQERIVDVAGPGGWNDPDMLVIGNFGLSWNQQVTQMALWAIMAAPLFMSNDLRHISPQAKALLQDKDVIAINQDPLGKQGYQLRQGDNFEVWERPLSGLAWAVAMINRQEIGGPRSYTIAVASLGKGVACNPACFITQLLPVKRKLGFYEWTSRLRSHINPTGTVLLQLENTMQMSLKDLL
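Spleen homogenate 1 ug + cpd (titration) + 4-MU-alpha-D-galactopyranoside 1 mM; 37C 40 min; 50 mM citrate/phosphate pH 5.0, 0.01% Tween-20; stop pH 10; fluorescence 365/440; AC50 via Hill.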
IMPase Li inh – cell-permeable IMPase inhibitors with lithium potentiation; CHO-M1 cells, IP1 TR-FRET (IP-One), carbachol + lithium; Potency, µM (series often up to 59.4 µM), for the others: top-dose activity, negative = IMPase inhibition, actives largely listed as inhibitors; 210,000 tested, 0.35% active;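 note: IP1 builds up when IMPase is blocked and the TR-FRET signal falls; potency is the fitted concentration of half-maximal effect; plate controls were basal vehicle for no effect and high inhibitor control for full effect; nearly all actives have a fitted effect of over 50% in size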
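Lithium-sensitised IP1 accumulation assay; M1-expressing CHO cells treated 30 min at 37C with compound. Competitive antibody detection by time-resolved FRET followed a 10 min room-temperature lysis step.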
An asterisk follows results filed as active; ? = inconclusive; . = not tested or not shown; & = joins results of further samples; [ ] = another dose, or the depositor's remark. Unless noted, calls come from the whole dose curve; as a rule, active = well fitted curve in the direction sought with a large enough effect; inconclusive = small, poorly fitted or top-dose-only effect, or another doubt; inactive = no such curve, though single readings can be large; an effect the other way counts as inactive or inconclusive. This is a subset; rates above refer to the full screens.

Under each structure: Luc counter, IMPase Li inh, CBFb-RUNX1 inh, LMNA splice mod, NPSR antag, GLA spleen mod, Epigenetic derep
> COc1ccc(P(=O)(COc2ccc([N+](=O)[O-])cc2)c2ccc(OC)cc2)cc1
  0%, 4%, -5%, ?, 7%, 4%, -1.9%
> CCC(=O)Nc1c(C)nn(-c2ccc(C)c(C)c2)c1C
  13%, -10%, -2%, -3%, 4%, -3%, -1.0%
> CCO[C@@H]1OC(C(=O)NCc2ccccc2)=C[C@H](C2CCCCC2)[C@H]1CCCO
  ., -6%, 21%, ., ?, 3%, 3.5%
> Cc1ccc(S(=O)(=O)NCC(=O)N(CC(=O)NC2CCCCC2)Cc2ccco2)cc1
  0%, 25%[38.3 µM], 5%, 7%, 6%[46.1 µM], 11%, 3.2%
> O=C(Nc1ncn[nH]1)c1ccc(Cl)c(S(=O)(=O)N2CCCCCC2)c1
  -3%, -5%[38.3 µM], 3%, 14%, -7%[46.1 µM], -6%, -0.7%
> O=C(c1cccs1)n1nc(-c2cccnc2)nc1NCc1ccco1
  2%, 10%, 1%, -15%[46 µM], -18%, -1%, 0.9%
> O=C(O)c1ccc(N/N=C/c2ccc(F)c(F)c2)cc1
  -8%, -10%, 2%, -2%, -6%, 8%, 1.0%
> CCOC(=O)c1sc2nc3n(c(=O)c2c1C)CCCCC3
  2%, 0%[38.3 µM], 2%, 11%, -16%[46.1 µM], 0%, -0.9%
> CC(C)OC(=O)c1c(NC(=O)c2cnn3c2NC(c2ccccc2)CC3C(F)F)sc2c1CCCC2 (configuration not stated)
  1%, 11%[38.3 µM], 15%, -3%, -3%[46.1 µM], -6%, 0.6%
> COc1cccc(-c2cc(C(=O)NCCN3CCOCC3)no2)c1
  1%, -12%[38.3 µM], 3%, -5%, -14%[46.1 µM], 2%, -0.9%
> Cc1cccc(N(C(=O)CCC(=O)Nc2cc(C)on2)C(C(=O)NC2CCCC2)c2ccncc2)c1 (configuration not stated)
  -6%, 17%[38.3 µM], 8%, -3%, -8%[46.1 µM], 0%, 1.9%
> c1ccc2c(NCC3CCCO3)nc(N3CCOCC3)nc2c1 (configuration not stated)
  2%, 11%, 8%, ., 0%, 14%, 4.5%
> Cc1ccc(OCC2Cn3c(nc4c3c(=O)[nH]c(=O)n4C)O2)cc1 (configuration not stated)
  -2%, 0%, 6%, -7%, -5%[46.1 µM], 5%, 0.9%
> CN(C(=O)C(Cl)Cl)c1ccc(OC(=O)c2ccco2)cc1
  -2%, 9%&-2%, 11%, 2%&-11%, -37%, 3%, -2.5%
> COc1cc(=O)[nH]c(SCc2c(F)c(F)c(F)c(F)c2F)n1
  -3%, 20%[38.3 µM], 5%, 9%, -13%[46.1 µM], -4%, 0.0%
> Cc1ccc(NC(=O)c2ccc(CSc3nnc(-c4ccncc4)n3C)cc2)cc1
  -3%, -12%[38.3 µM], 2%, -1%, -5%[46.1 µM], -14%, -1.0%
> CN(CC(O)Cn1c2ccccc2c2ccccc21)S(C)(=O)=O (configuration not stated)
  -1%, 11%, 4%, ., 9%, 4%, -1.2%
> COc1ccc(OCC(O)CN2CCC(CN3C(=O)c4cccc5cccc(c45)C3=O)CC2)cc1 (configuration not stated)
  -1%, -10%[38.3 µM], -14%, -1%[0.0737 µM], -24%[46.1 µM], 1%, -0.9%
> COc1ccc(N(C)S(=O)(=O)c2cccc(C(=O)NC3CCCCCC3)c2)cc1
  6%, 6%, -5%, ., -32%, -6%, 3.8%
> CCOC(=O)C1=C(C)NC(=O)NC1c1ccsc1 (configuration not stated)
  1%, -12%[38.3 µM], 6%, -7%, -5%[46.1 µM], -8%, -3.0%
> CNc1nc2c(C)cccn2c(=O)c1C=Nc1ccc(OC)cc1
  -2%, 16%, -8%, -17%[46 µM], 7%, 1%, 1.2%
> c1ccc(-c2csc(N3CCSCC3)n2)cc1
  -1%, -4%, -27%, ?, 6%, -4%, 4.0%
> O=C(CN1CCCc2ccccc21)N/N=C/c1ccccc1
  0%, 6%, -17%, -7%, -16%, -19%, 0.0%
> O=C(CN(c1ccccc1)S(=O)(=O)c1ccccc1[N+](=O)[O-])Nc1ccccc1C(=O)N1CCOCC1
  -2%, 9%, -5%, 4%[46 µM], 11%, -9%, -2.0%
> O=C(NCc1ccc2c(c1)OCO2)c1ccc(CS(=O)(=O)c2ccc(Br)cc2)o1
  1%, -10%[38.3 µM], -6%, ?, -12%[46.1 µM], -2%, -5.0%
> CC1CCCN(c2nc(-c3cccnc3)nc3scc(-c4ccccc4)c23)C1 (configuration not stated)
  0%, -4%, -4%, 0%, -12%[46.1 µM], 5%, 0.0%
> COc1ccc(C(=O)N2CCN(C(=O)Cc3ccccc3)CC2)cc1OC
  -2%, 30%[38.3 µM], -2%, 6%, -7%[46.1 µM], -5%, 8.6%
> COc1ccc(C2=NN(C(=O)CN3CCCCC3)C(c3ccc(C)cc3)C2)cc1 (configuration not stated)
  0%, 17%, 3%, -8%[46 µM], -11%, -4%, 1.2%
> CC(C)(C)NC(=O)c1cccc2c1OC(C)(C)C2
  12%, 5%, 7%, 1%, -7%, 1%, 0.0%
> CC(C)C(=O)NCCCc1ccccc1
  -5%, -4%[38.3 µM], -2%, 2%, 0%[46.1 µM], 9%, -2.3%
> COc1ccc(CCn2c(=N)c(C(=O)NCc3ccco3)cc3c(=O)n4cccc(C)c4nc32)cc1
  1%, 23%[38.3 µM], -1%, 6%, -4%[46.1 µM], 4%, -0.7%
> O=C1CCC/C1=C\c1ccccc1
  1%, 4%, 8%, -5%[46 µM], 8%, 4%, -1.9%
> CCOc1ccc(NC(=S)NCCCn2ccnc2)cc1
  -1%, -2%, -11%, -10%, 24%, 3%, 0.0%
> Cc1cc2c(C)cc(=O)[nH]c2cc1NC(=O)CCl
  ., ., 2%, ., 41%, 2%, 1.6%
> O=c1c2ccccc2ncn1Cc1cccc2ccccc12
  -1%, 3%, 0%, ., -3%, 8%, 0.2%
> CCOC(=O)c1ccccc1Cc1nc2ccccc2c(=O)[nH]1
  1%, 16%, -1%, -2%, -6%[46.1 µM], 4%, 2.3%
> CN1CCN(C(=O)c2cn(-c3ccccc3)nc2-c2cccs2)CC1
  -2%, -10%, 13%, 1%[46 µM], 11%, 0%, 14%
> CC1=CC(c2ccccc2)n2nc(NS(=O)(=O)c3ccc(C)cc3)nc2N1 (configuration not stated)
  1%, ., 17%, 3%, -9%[46.1 µM], -12%, 2.1%
> N#Cc1ccc(C23CC4(C2)[C@H](CN(CC2CCCCC2)[C@@H]4c2ccccc2)C3c2ccccc2)cc1 (some centres not stated)
  0%, 3%, 11%&-2%, ., -11%, 1%&3%, 2.9%&0.0%
> NC(=O)C1(N2CCCCC2)CCN(C(=O)NC2CCCCC2)CC1
  ., ., 8%, 5%, -16%[46.1 µM], 6%, 2.1%
> COc1ccc(Cn2c(=S)[nH]c3ccsc3c2=O)cc1
  4%, -6%, 6%, -5%, -7%, 6%, -0.9%
> Nc1cc(C(=O)c2ccccc2)ccc1N1CCOCC1
  0%, -3%, -1%, -24%, 0%[46.1 µM], -4%, -2.0%
> O=C(NNC(=O)C1CCN(c2ncccn2)CC1)c1ccncc1
  1%, -7%, -2%, ., 58%, 11%, -1.0%
> O=C(CSc1nnc2c(Cl)cc(Cl)cn12)N1CCOCC1
  18%, 31%[38.3 µM], 6%, 1%, 4%[46.1 µM], 1%, -0.1%
> CO/N=C/C(=N\Nc1ccc(OC)cc1)C(=O)c1ccc(OC)cc1
  -4%, 22%[38.3 µM], -1%, -1%, 4%[46.1 µM], 7%, 1.0%
> O=C(CCCn1c(=S)[nH]c2cc3c(cc2c1=O)OCO3)N1CCc2ccccc2C1
  0%, 6%[38.3 µM], 1%, 16%, -21%[46.1 µM], -1%, -1.9%
> CCc1c(C)c(C#N)c2nc3ccccc3n2c1N(C)C
  -1%, -11%[38.3 µM], -1%, 13%, -12%[46.1 µM], 5%, 3.7%
> Cn1cc(CN2CCC(CO)(CCCc3ccccc3)CC2)c(-c2ccccc2)n1
  ., ., -6%, ., -8%, -2%, 2.1%
> O=C1NC(=O)/C(=C\c2ccc(O)cc2O)S1
  1%, 12%, ., -17%[46 µM], -17%, -3%, -0.4%
> Cn1c(SCc2cc(=O)[nH]c3ccccc23)nnc1-c1ccc(Br)cc1
  18%, 18%[38.3 µM], 2%, -5%, -2%[46.1 µM], -1%, -1.0%

The listing continues.
Under each structure: Luc counter, IMPase Li inh, CBFb-RUNX1 inh, LMNA splice mod, NPSR antag, GLA spleen mod, Epigenetic derep
> CC1=CC2=NC(=O)/C(=C\c3cccn3CCOc3cc(C)cc(C)c3)C(=N)N2O1
  2%, 11%, -20%, -2%, -42%, -3%, -1.0%
> CCCCN1C(=O)C(CC(=O)NCC)SC1=Nc1ccccc1 (configuration not stated)
  2%, -7%, 3%, -12%, 2%[46.1 µM], 7%, 0.0%
> CCCCOC(=O)CN1C(=O)c2ccc(C(=O)OCCCC)cc2C1=O
  0%, 1%[38.3 µM], 3%, -10%, 2%[46.1 µM], 12%, 1.6%
> CCn1cc(S(=O)(=O)CC(=O)Nc2ccc(OC)cc2)c2ccccc21
  9%, -3%, 4%, -1%, 18%, 0%, 0.0%
> CS(=O)(=O)c1ccccc1-c1nc(-c2ccc([N+](=O)[O-])cc2)no1
  1%, 6%, -9%, ?, -12%, 0%, -0.9%
> COC(=O)c1cc(S(=O)(=O)Nc2ccsc2C(=O)OC)oc1C
  ., ., -3%, ., 7%, -3%, -1.2%
> C=C(C)C(=O)Nc1cccc(C2=NOC3(C2)C[C@@H](C(N)=O)N(C(=O)c2cc([N+](=O)[O-])cc([N+](=O)[O-])c2C)C3)c1 (some centres not stated)
  ., ., ?, ., 8%, 4%, 5.6%
> Cc1ccccc1OCC(=O)N/N=C/c1cn(C)c2ccccc12
  ., ., 0%, ., -10%, -1%, 0.0%
> CCS(=O)(=O)N1CCCC(C(=O)N2CCc3ccccc3C2)C1 (configuration not stated)
  -1%, -8%[38.3 µM], 0%, -1%[0.0737 µM], -6%[46.1 µM], -1%, -0.1%
> COc1ccccc1CN1CC(C(=O)NCC2CCCO2)CC1=O (configuration not stated)
  -1%, 2%[38.3 µM], 1%, 16%, 2%[46.1 µM], 0%, -0.3%
> CCC(C)(C)c1ccc(Oc2ccc(NC(=O)COC(=O)C3=COCCO3)cc2)cc1
  1%, 16%[38.3 µM], -1%, 5%, -7%[46.1 µM], 6%, -1.0%
